VIM-2 inh – blocks Pseudomonas aeruginosa VIM-2 metallo-beta-lactamase. AID 1527. actives 0.89% (n = 290,000). purified VIM-2, nitrocefin hydrolysis, epi-absorbance fluorescence. inhibition, % at 5.6 µM;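 active = inhibition above the mean of all tested compounds plus 3 SD, cutoff set per screening run, cut at about 7.5% in these data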;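 note: red hydrolysis product quenches plate fluorescence so inhibitors raise well fluorescence; 0% = enzyme with DMSO and 100% = DMSO without enzyme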
IMP-1 inh – blocks Pseudomonas aeruginosa IMP-1 metallo-beta-lactamase; purified IMP-1, nitrocefin hydrolysis, epi-absorbance fluorescence; inhibition, % at 5.6 µM; actives 0.45% (n = 290,000); AID 1556;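 active = inhibition above the mean plus 3 SD of all compounds in the same screening run, cut at about 4.5% in these data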;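 note: 0% = IMP-1 with DMSO and 100% = DMSO wells lacking enzyme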
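System: Purified IMP-1 | Read-out basis: Percent enzyme inhibition | Controls: IMP-1 with DMSO as 0%, enzyme-free DMSO as 100% | Replicates: One well per compound | Doses: 5.6 µM nominal single concentration | Detection: Epi-absorbance fluorescence, 480 nm excitation, 530 nm emission | Incubation: 25 °C, 15 min preincubation, 25 min reaction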
FID counter – displaces DNA intercalator in HCV helicase counter-screen; DNA fluorescent intercalator displacement, fluorescence; inhibition, % at 7.9 µM; actives 0.17% (n = 290,000); in the data active = inhibition above about 37%;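 note: 0% = vehicle and 100% = reference compound; higher means more ethidium bromide displaced from hairpin DNA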
PfM18AAP inh – blocks P. falciparum M18 aspartyl aminopeptidase. actives 1.2% (n = 290,000). recombinant PfM18AAP, H-Glu-NHMec fluorogenic cleavage. AID 1822. inhibition, % at 7.35 µM;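 active = inhibition above the campaign mean inhibition over all tested compounds plus 3 SD, cut at about 28% in these data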;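 note: 0% = plate median of test compound wells and 100% = 2 mM ZnCl2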
MEKK2 mut-MEK5 – signal of MEK5 binding to mutant human MEKK2 PB1 domain; bead flow cytometry, Alexa488-MEK5 binding to MEKK2 mutant; percent response, % at 10 µM; actives 0.35% (n = 290,000); in the data active = percent response above about 24%, passing the limit was not always enough; note: inactives centre near 1; some results filed as inactive read as strong as hits
NS3 helicase inh – HCV NS3 helicase inhibition | actives 0.56% (n = 290,000) | NS3 helicase DNA unwinding, Cy5 molecular beacon fluorescence | inhibition, % at 10.9 µM;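 active = inhibition above the mean of all tested compounds plus 3 SD, set per campaign, cut at about 35% in these data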;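 note: 0% = DMSO wells and 100% = thioflavine S control wells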
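test system = hepatitis C virus NS3 helicase domain fragment enzyme | reagent = annealed dual-labelled DNA beacon duplex, ATP-started | times = 1 h at 25 °C | detection = Cy5 fluorescence, 0 and 60 min reads | read-out basis = percent inhibition from t60/t0 fluorescence ratio | control set = DMSO and thioflavine S | replication = one well per compound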
UBC9 SUMO inh – blocks human SUMOylation mediated by UBC9; P63279; HTRF SUMOylation assay, SAE1/SAE2 + UBC9, in vitro; inhibition, % at 35 µM; actives 0.36% (n = 290,000); AID 2006; in the data active = inhibition above about 50%, passing the limit was not always enough; note: strong numbers were not always called active
Target sequence (P63279 whole entry, looked up): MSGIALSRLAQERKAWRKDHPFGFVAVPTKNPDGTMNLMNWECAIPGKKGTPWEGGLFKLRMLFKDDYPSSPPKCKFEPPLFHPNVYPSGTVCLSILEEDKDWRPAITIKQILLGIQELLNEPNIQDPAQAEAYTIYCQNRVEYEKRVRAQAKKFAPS
MEKK2wt PB1 HTS – raises or lowers MEK5 binding to wildtype human MEKK2 PB1 domain. Q9Y2U5. bead flow cytometry, Alexa488-MEK5 binding to MEKK2 WT; actives lie on both sides. binding response (% of control), % at 10 µM. actives 1.1% (n = 290,000). AID 1531; in the data active = binding response below about 67% or above about 130%
NALP1 inh – inhibitors of NALP1 inflammasome in yeast. S. cerevisiae NALP1/ASC/caspase-1 growth, X-gal OD620, 72 h. inhibition, % at 10 µM. actives 0.61% (n = 280,000); in the data active = inhibition mostly above about 24%, no sharp cut-off; inactive = mostly below about 32%; note: some compounds called inactive have numbers as strong as hits
* = called active by the depositor; . = no result given; [ ] = another dose, or the depositor's remark.

SMILES	VIM-2 inh	IMP-1 inh	FID counter	PfM18AAP inh	MEKK2 mut-MEK5	NS3 helicase inh	UBC9 SUMO inh	MEKK2wt PB1 HTS	NALP1 inh
CN(CCCNC(=O)C1CCN(S(=O)(=O)c2cccc3nsnc23)CC1)Cc1ccccc1	-1.1	-1.9	24	1	5	-3	19	115	4
CCCCN(C)C(=O)c1nc2ccccn2c1CN1CCN(C(=O)c2cccs2)CC1	0.7	-1.2	-27	-3	-2	-13	8	101	10
CCOC(=O)N1CCN(Cc2nc3ccc([N+](=O)[O-])cc3c(=O)n2-c2ccc(OC)cc2OC)CC1	-2.2	-0.8	-26	-2	5	-5	14	101	22
COc1ccccc1Oc1ccccc1C(=O)O	0.2	-4.0	-1	4	-2	4	1	101	-1
CCCCn1c(/N=C/c2c[nH]c3ccccc23)nc2ccccc21	-1.2	0.0	17	-8	4	5	3	111	17
CCN(C(=O)CSc1nc2cc(Cl)ccc2c(=O)n1Cc1ccco1)C1CCS(=O)(=O)C1 (stereo not drawn)	-1.9	-1.4	-5	-4	.	19	6	.	10
CC(=O)Nc1ccc(S(=O)(=O)N(C)CC(=O)OCC(=O)N(C)c2ccccc2)cc1	-2.0	-4.5	-16	-4	5	0	-1	103	10
CC(NC(=O)[C@H](C)NC(=O)[C@@H]1CSC2c3ccccc3C(=O)N21)c1ccccc1 (stereo partly drawn)	-1.3	-2.8	-33	-5	4	2	6	101	13
O=C(NC(=S)Nc1ncccn1)c1ccccc1Br	-1.5	-3.3	-4	6	3	-5	-1	106	-13
CC(C)CCNC(=O)[C@@H](NC(=O)c1c(F)cccc1F)C(C)C	-2.8	-2.3	0	3	3	4	-1	100	-10
O=C(c1cccc(Cl)c1)N1CCN(Cc2ccccc2F)CC1	-3.9	1.7	-13	17	3	-2	17	105	14
CCOC(=O)C(=O)Nc1cccc(C(=O)OCC)c1	0.8	-5.2	-1	0	-1	0	1	96	24
CCc1ccc2[nH]c(=O)c(CN(CCCN3CCOCC3)C(=O)Nc3ccccc3)cc2c1	-1.8	-1.7	3	-4	8	-19	9	103	6
O=C1CC(c2ccccc2)SC(N(c2ccccc2)c2ccccc2)=N1 (stereo not drawn)	0.1	1.0	-3	0	-1	-10	0	76	21
CCn1cc(CN2CCc3c([nH]c4ccccc34)C2c2ccc(F)c(OC)c2)c(C)n1 (stereo not drawn)	-1.2	-0.8	-2	-2	-3	-12	4	98	4
FC(F)(F)c1cccc(Cn2nnnc2-c2ccc(Cl)cc2)c1	-2.3	-2.1	-15	4	4	-3	-9	103	21
O=C(CCC(=O)OCC(=O)c1ccc(C(F)(F)F)cc1)OCC(=O)c1ccc(C(F)(F)F)cc1	-4.3	-2.2	-1	-2	2	5	14	98	.
Cc1ccc(N(C(C)C(=O)Nc2c(C)n(C)n(-c3ccccc3)c2=O)S(C)(=O)=O)cc1C (stereo not drawn)	-3.1	-4.0	-11	-3	-6	-2	-4	90	-9
CCC1(C)C(Nc2c(C)cccc2C)=NC(=S)N1c1ccc(NC(C)=O)cc1 (stereo not drawn)	-1.4	-1.9	5	0	13	0	-1	107	7
O=C(Nc1ccc(Cl)cn1)c1ccccc1[N+](=O)[O-]	-2.7	-3.6	0	6	4	-7	1	104	5
CCCCCCn1c(N2CCCC2)nc2c1c(=O)n(C)c(=O)n2C	0.3	-2.6	-30	-1	-8	7	-7	98	10
CCn1c(CNC(=O)c2ccccc2Br)nnc1SCC(=O)Nc1nncs1	0.2	-0.3	-20	6	1	3	1	103	20
CC(CCc1ccccc1)NC(=O)CCC(=O)N1CCC(C(=O)O)CC1 (stereo not drawn)	0.4	-2.3	-6	-5	0	13	3	104	19
COc1cccc(-c2nnc(SCC(=O)OC(C)C)n2N)c1	0.4	-3.7	-1	-2	1	4	11	104	-1
Cc1ccc(SCc2ccc(C(=O)Nc3nccs3)o2)cc1	-3.2	-2.1	-20	3	9	-5	-2	108	3
CCC(c1nnnn1CCOC)N1CCN(Cc2ccccc2)CC1 (stereo not drawn)	-1.9	2.2	-2	0	-1	-5	2	99	.
Cc1ccc(S(=O)(=O)N2CCCN(S(=O)(=O)c3ccc(C(F)(F)F)cc3)CC2)cc1	-2.4	-2.6	3	-11	-3	-5	20	93	-1
COc1ccc(/C=N/NC(=O)c2cc(-c3ccccc3)nc3ccccc23)c(OC)c1	1.4	-1.0	-32	7	0	-19	-9	101	12
O=C(O)c1cccc(Oc2ccc([N+](=O)[O-])cc2)c1	-1.7	-4.9	0	1	-2	3	-3	98	3
Cc1ccc(C(=O)CCC(=O)Nc2cccc(C(F)(F)F)c2)cc1C	-3.9	-1.2	-5	3	14	-4	.	101	.
O=C(Nc1nnc(-c2ccccc2Cl)s1)c1ccccc1F	-2.7	-1.9	-4	2	4	5	10	104	8
C=CCn1c(Cc2cccs2)nnc1SCC(=O)Nc1ccc(OC)c(OC)c1	0.5	-2.7	-22	1	-1	-4	3	100	15
Cc1nnc2sc(-c3cccc(NC(=O)c4ccc(-c5cccc(Cl)c5)o4)c3)nn12	1.7	-5.0	-4	-4	.	-6	.	.	.
C=CCNc1c2c(nc3ncnn13)CC(C)CC2 (stereo not drawn)	-1.9	-1.3	-6	-2	1	14	17	99	4
CC1CCN(S(=O)(=O)c2ccc3c(c2)oc(=O)n3C)CC1	0.0	0.3	-7	-8	-4	-6	1	99	27
COC(=O)/C=C1\SC(=NC(=O)c2ccc(C)cc2)NC1=O	-0.9	-6.3	-8	4	-2	3	-22	98	1
CCOC(=O)c1sc(=NC(=O)c2ccccc2Br)n(C)c1C	-2.4	-2.0	-21	3	1	-7	16	99	-11
O=C(CCN1C(=O)/C(=C/c2ccccc2)SC1=S)N1CCCCCC1	0.3	1.1	-43	-64	0	-16	18	96	-9
COc1ccccc1OCCn1nnc2ccccc21	-1.9	-2.9	-11	-4	3	-3	-3	100	-10
CC(C)Nc1nc(-c2ccccc2)nnc1-c1ccccc1	-0.5	-1.9	-21	-6	1	4	19	95	13
CCN(CC)C(=O)COc1ccc(/C(C)=N/NC(=O)c2ccccc2-n2cccc2)cc1	-1.5	-2.3	-40	0	4	0	0	107	4
COc1ccc(N2CCN(C(=O)CSc3ccccc3)CC2)cc1	-2.8	-4.4	-10	-9	0	-6	16	105	18
COc1nc(C)cc(C)c1S(=O)(=O)c1ccccc1C	-4.0	-2.1	-12	2	4	-1	20	101	18
COc1ccc(NS(=O)(=O)c2cccc(C(=O)OCC(=O)Nc3cc(C)on3)c2)cc1	0.2	0.7	-4	0	1	-7	-22	103	34
CC1(C)OC(=O)C(=NNc2ccc(Cl)cc2)C(=O)O1	-1.5	-6.6	0	6	3	0	18	104	15
CCn1c(Cc2ccccc2)nnc1SCC(=O)NC1CCCC1	-0.5	-1.9	-5	-2	1	-6	-19	100	20
CCc1nnc(NC(=O)CSc2nc3ccccc3s2)s1	-6.8	-4.5	-20	3	7	-2	-7	119	43
Cc1ccc2[nH]c(=O)c(CN(CC3CCCO3)S(=O)(=O)c3cccc4nsnc34)cc2c1 (stereo not drawn)	3.5	-2.1	-27	5	14	-5	5	106	13

Molecules from the list above that have a CF3 group:
SMILES	VIM-2 inh	IMP-1 inh	FID counter	PfM18AAP inh	MEKK2 mut-MEK5	NS3 helicase inh	UBC9 SUMO inh	MEKK2wt PB1 HTS	NALP1 inh
FC(F)(F)c1cccc(Cn2nnnc2-c2ccc(Cl)cc2)c1	-2.3	-2.1	-15	4	4	-3	-9	103	21
O=C(CCC(=O)OCC(=O)c1ccc(C(F)(F)F)cc1)OCC(=O)c1ccc(C(F)(F)F)cc1	-4.3	-2.2	-1	-2	2	5	14	98	.
Cc1ccc(S(=O)(=O)N2CCCN(S(=O)(=O)c3ccc(C(F)(F)F)cc3)CC2)cc1	-2.4	-2.6	3	-11	-3	-5	20	93	-1
Cc1ccc(C(=O)CCC(=O)Nc2cccc(C(F)(F)F)c2)cc1C	-3.9	-1.2	-5	3	14	-4	.	101	.

Carrying on.
SMILES	VIM-2 inh	IMP-1 inh	FID counter	PfM18AAP inh	MEKK2 mut-MEK5	NS3 helicase inh	UBC9 SUMO inh	MEKK2wt PB1 HTS	NALP1 inh
NS(=O)(=O)c1ccc(-c2ccc(/C=C3\SC(=S)N(C4CCS(=O)(=O)C4)C3=O)o2)cc1 (stereo not drawn)	1.2	1.2	-13	21	-31	32	9	56*[inhibitor]	.
CN(C)CCC(=O)N1c2ccccc2Sc2ccc(C(F)(F)F)cc21	0.5	-3.2	2	6	3	-23	11	102	22
CCOC(=O)CSc1nnc(Cc2ccc(OC)cc2)n1-c1ccccc1	-3.5	-4.4	-25	1	0	-6	-8	101	26
COc1ccc(OC)c(NC(=O)CSc2nc(N)c(-c3ccccc3)c(=O)[nH]2)c1	-0.7	-3.6	-19	1	0	-4	0	98	4
COc1ccc(N2CCN(CC(O)COc3c(OC)cccc3OC)CC2)cc1 (stereo not drawn)	-0.8	-5.0	0	-1	-2	9	-10	95	23
Cc1cccc([C@@H]2[C@@H]3C(=O)N(Cc4ccccc4)C(=O)[C@@H]3[C@]3(CC(C)C)C(=O)N(c4cccc(Cl)c4)C(=O)N23)c1	-3.2	-2.0	-24	4	-1	-18	-3	100	10
CCCCOc1cccc(C2C(C(=O)c3ccc(C)o3)=C(O)C(=O)N2c2nnc(C)s2)c1 (stereo not drawn)	-4.0	2.6	-27	3	-2	25	5	99	-4
CCC(C)NC(=O)CSc1nc(-c2cccs2)cc(C(F)(F)F)n1 (stereo not drawn)	-0.4	-3.1	-17	-7	-7	9	-5	94	14
COc1cccc(CN2CCNC(=O)C2CC(=O)N(C)CCC2CCOCC2)c1OC (stereo not drawn)	-0.6	-3.9	-17	18	7	-1	12	102	2
Cc1ccc(S(=O)(=O)c2cc3cc(Br)ccc3oc2=O)cc1	-3.4	-3.5	-4	6	1	-13	-11	110	10
CCC(=O)N1CCc2cc(S(=O)(=O)CCC(=O)Nc3ccc(F)c(F)c3)ccc21	-3.0	-6.8	1	-4	0	3	1	99	-7
CCC(c1nc2ccccc2c(=O)n1CCCn1ccnc1)N1C(=O)c2ccccc2C1=O (stereo not drawn)	-0.6	-0.5	0	-3	-12	-18	-9	85	.
CC(=O)c1c(C)nc2ccc(Cl)cn12	-3.6	-2.3	0	2	5	4	28	104	-8
O=C(NCc1ccccc1)c1ccc(=O)[nH]n1	-1.7	-1.1	3	-9	7	15	8	115	30
CCc1ccc(NC(=O)Nc2cccc(OC)c2)cc1	-2.2	-2.5	-3	0	4	2	0	105	2
Cc1ccnc(NC(=O)COC(=O)C2COc3ccccc3O2)n1 (stereo not drawn)	-0.7	-3.4	-1	-1	2	-7	8	103	19
Cc1c(CN2CC[C@@H](N3CCN(c4ccccn4)CC3)[C@H](O)C2)[nH]c2ccc(F)cc12	-2.7	-2.8	0	10	7	-32	-1	116	-14
COc1cc(/C=N/Nc2ccc(Cl)c(C(=O)O)c2)ccc1OC(=O)c1ccc(F)cc1	-3.5	-1.3	14	-2	0	-20	20	99	17
CS(=O)(=O)N1CCC(Oc2ccccc2C(=O)NC2CCCCCC2)CC1	1.1	0.6	-24	9	-6	-5	10	87	2
COc1ccccc1CNC(=S)Nc1ccc(S(N)(=O)=O)cc1	-1.3	-3.2	-3	11	2	8	-4	99	-3
